TRPC4 act – TRPC4 (mouse) channel activation; Q9QUQ5; 0.49% of 310,000 active; B-score at 10 µM; HEK293 TRPC4beta/mu-opioid, Fluo4 calcium fluorescence; hits give high values;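 active = B-score above 5 SD of library B-scores, and initial fluorescence ratio not above library mean plus 5 SD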;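 also: positive B-score marks a calcium rise read as TRPC4 activation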
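Assay system: HEK293 stable line with TRPC4beta plus mu-opioid receptor; schedule: 45 min room-temperature Fluo4 loading, 110 s read; technique: kinetic Fluo4 calcium fluorescence; evaluation: integrated baseline-normalised fluorescence ratio, converted to per-well B score; controls: buffer (low) and maximal DAMGO (high)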
TMEM16A act – mouse TMEM16A channel activation, primary screen; Q8BHY3; HEK293 TMEM16A/YFP-H148Q/I152L, iodide quench fluorescence; hits give low values; B-score at 10 µM; 0.3% of 340,000 active; AID 623877;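 active = fluorescence-ratio B-score plate-corrected deviation score at least 3 library SD below zero, with starting fluorescence score within 5 deviations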;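 also: channel opened by trigger with iodide after compound preincubation; score built on the fluorescence ratio of max minus min over baseline; more negative score means more quench and so TMEM16A activation or potentiation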
Target sequence (Q8BHY3 whole entry, looked up): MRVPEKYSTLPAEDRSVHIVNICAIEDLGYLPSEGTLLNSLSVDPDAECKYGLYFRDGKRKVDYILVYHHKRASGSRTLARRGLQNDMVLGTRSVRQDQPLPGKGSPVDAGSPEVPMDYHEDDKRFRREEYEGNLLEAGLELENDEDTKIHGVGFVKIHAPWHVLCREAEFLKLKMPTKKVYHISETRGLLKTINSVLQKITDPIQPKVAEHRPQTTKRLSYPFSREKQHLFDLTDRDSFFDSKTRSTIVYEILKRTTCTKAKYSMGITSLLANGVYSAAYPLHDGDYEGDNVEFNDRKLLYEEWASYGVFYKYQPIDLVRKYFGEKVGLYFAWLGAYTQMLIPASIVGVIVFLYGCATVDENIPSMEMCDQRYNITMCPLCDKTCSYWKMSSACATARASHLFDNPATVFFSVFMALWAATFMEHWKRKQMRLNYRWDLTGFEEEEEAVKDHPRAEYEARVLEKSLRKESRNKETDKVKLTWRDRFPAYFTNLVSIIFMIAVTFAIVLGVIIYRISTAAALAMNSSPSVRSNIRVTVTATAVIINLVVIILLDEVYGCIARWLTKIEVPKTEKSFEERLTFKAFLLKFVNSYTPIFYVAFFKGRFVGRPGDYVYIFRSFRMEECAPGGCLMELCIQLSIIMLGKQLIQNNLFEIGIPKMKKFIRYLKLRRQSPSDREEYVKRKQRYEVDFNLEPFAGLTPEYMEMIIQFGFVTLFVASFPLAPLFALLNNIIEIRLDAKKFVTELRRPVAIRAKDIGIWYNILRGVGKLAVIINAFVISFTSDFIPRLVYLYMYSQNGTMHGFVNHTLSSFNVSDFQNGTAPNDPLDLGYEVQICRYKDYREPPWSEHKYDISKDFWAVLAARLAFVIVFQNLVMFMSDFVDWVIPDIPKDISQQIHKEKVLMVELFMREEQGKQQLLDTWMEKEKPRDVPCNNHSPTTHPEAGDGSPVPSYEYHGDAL
MrgX1 agonist – activates human MrgX1 receptor signaling; Q96LB2; MrgX1-HEK293 cells, Fluo-4 calcium fluorescence, agonist mode; hits give high values; B-score at 10 µM; 0.44% of 310,000 active;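 active = calcium response B-score plate-corrected fluorescence ratio at least 3 library SD, with starting fluorescence B-score inside 5 SD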
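Test system: Stable human MrgX1 HEK293 cell line | Schedule: Overnight plating before 1 h dye loading | Read-out basis: Baseline-normalised fluorescence change ratio, B-scored | Detection: Kinetic calcium dye fluorescence, Fluo-4 NW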
TRPC4 PAM – allosteric potentiators of mouse TRPC4 channel | B-score at 10 µM | 0.42% of 310,000 active | HEK293 TRPC4beta/mu-opioid, DAMGO EC20, Fluo-4 Ca2+ flux; hits give high values | AID 2227 | Q9QUQ5;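 active = B-score of calcium response area above 5 SD of library B-scores, with initial fluorescence ratio within 5 SD of library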;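 also: B-score of integrated fluorescence ratio over time as area under calcium response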
TRPC6 inhibitor – blocks the mouse TRPC6 cation channel; Q61143; HEK293-TRPC6, membrane potential dye, ACh-evoked depolarization; hits give low values; B-score at 10 µM; 1.1% of 310,000 active;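 active = B-score under library mean minus 3 SD, initial fluorescence not abnormally high, positive integrated signal ratio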;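 also: B-score derived from integrated fluorescence ratio over the kinetic read; more negative B-score means stronger inhibition of depolarization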
TRPC6 activator – activators of mouse TRPC6 channel. Q61143. HEK293-TRPC6 membrane potential dye fluorescence; hits give high values. AID 2550. B-score at 10 µM. 0.13% of 310,000 active;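 active = B-score of the integrated fluorescence ratio above library mean plus 3 SD, and starting fluorescence ratio within library mean plus 5 SD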;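 also: higher score means more depolarization so channel activation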
MrgX1 PAM – human MrgX1 positive allosteric modulation, primary screen. B-score at 10 µM. AID 588675. Q96LB2. MrgX1-HEK293, Fluo-4 calcium flux, FDSS; hits give high values. 0.63% of 310,000 active;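 active = plate-corrected calcium response at least 3 library SD above typical, normal starting fluorescence, not activating the receptor alone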;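 also: compound read alongside a low EC10 to EC30 dose of BAM8-22 agonist; peak minus trough fluorescence over baseline measured at the second addition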
MrgX1 antag – human MrgX1 receptor antagonism, primary screen; Q96LB2; MRGX1-HEK293 calcium flux, Fluo-4, BAM8-22 antagonism; hits give low values; B-score at 10 µM; 1.3% of 310,000 active; AID 588676;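 active = calcium-response B-score plate-corrected more than 3 library SD below zero, starting fluorescence within 5 deviations, no agonist response on first addition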;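 also: peak minus trough fluorescence over baseline after final BAM8-22 challenge near maximal dose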
RGS4 block – human RGS4 inhibition | 0.45% of 310,000 active | AID 463165 | HEK293 M3R/RGS4 inducible, Fluo-4 calcium flux; hits give high values; triggered by carbachol at its EC20 | B-score at 10 µM | P49798;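 active = B-score, a plate-corrected calcium signal, over three deviations above library mean, with baseline fluorescence within five deviations of library mean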;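 also: RGS4 expression induced by doxycycline in cells with stable M3 receptor; B-score is computed from the integrated fluorescence ratio over baseline after carbachol; higher B-score means a larger calcium signal and so more RGS4 inhibition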
TRPC4 inh – inhibitors of mouse TRPC4 channel; Q9QUQ5; HEK293 TRPC4beta/mu-opioid, DAMGO-evoked Fluo4 calcium flux; hits give low values; B-score at 10 µM; 0.39% of 300,000 active; AID 2247;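 active = B-score over 3 SD under the library average, no early fluorescence shift, positive overall ratio signal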
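Assay system: HEK293 cells with stable TRPC4beta plus mu-opioid receptor expression. Dosing: single dose. Measured by: Fluo4 Ca2+ flux fluorescence. Also added: DAMGO in two steps, submaximal then maximal. Read-out: B score from integrated Fluo4 fluorescence ratio.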
TMEM16A inh – blocks the mouse calcium-activated chloride channel TMEM16A. Q8BHY3. HEK293 TMEM16A/YFP iodide influx fluorescence, ionomycin. normalized B-score (activity score, 25-100; higher = stronger inhibition) at 10 µM. 1.2% of 310,000 active;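 active = ratio plate-corrected score three or more library SD toward inhibition, starting fluorescence score within five deviations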;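 also: score derived from kinetic fluorescence span divided by baseline fluorescence per well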
Numbers without * were called inactive; i = inactive; / = no result given.

Each structure is followed by: TRPC4 act	TMEM16A act	MrgX1 agonist	TRPC4 PAM	TRPC6 inhibitor	TRPC6 activator	MrgX1 PAM	MrgX1 antag	RGS4 block	TRPC4 inh	TMEM16A inh
- Cc1ccc(C)c(N2CCN(C(=O)c3ccccc3Br)CC2)c1
  i	i	i	i	i	i	i	i	i	i	i
- CC(C)=CCCC1(C)C=Cc2c(ccc3c2[nH]c2cc(O)c(C)cc23)O1 (stereo not given)
  i	i	i	i	i	i	i	i	i	i	i
- COc1ccccc1CNC(=O)Nc1cccs1
  i	i	i	i	i	i	i	i	i	i	i
- O=C(COC(=O)CCc1ccccc1)Nc1ccc(F)cc1Cl
  i	i	i	i	i	i	i	i	i	i	i
- COC(=O)c1ccc(NC(=O)CCN2CCN(Cc3ccccc3)CC2)cc1
  i	i	i	27*	i	i	i	i	i	i	i
- COc1cc(OC)cc(C(=O)NCC2CCCN(C(=O)c3csc(C(C)C)n3)C2)c1 (stereo not given)
  i	i	i	i	i	i	i	i	i	i	i
- O=C(NCc1ccco1)C(c1ccccc1)N(C(=O)Cc1cccs1)c1ccccc1F (stereo not given)
  i	i	i	i	i	i	i	i	i	i	i
- COc1cc(OC)c(Nc2cc(C)nc3nc(C)nn23)cc1Cl
  i	i	i	i	i	i	i	i	i	i	i
- CCCc1nnc(NC(=O)CCC(=O)NCc2ccc(OC)cc2)s1
  i	i	i	i	i	i	i	i	i	i	i
- COc1ccc(NC(=O)Nc2cnccn2)c(OC)c1
  i	i	i	i	i	i	i	i	i	i	i
- CC(c1ccccc1)C(CC(=O)O)C(=O)Nc1ccc(Cl)c(Cl)c1 (stereo not given)
  i	i	i	i	i	i	i	i	i	i	i
- Cc1ccc(S(=O)(=O)NCC2CCC(C(=O)N3CCOCC3)CC2)cc1 (stereo not given)
  i	i	i	i	i	i	i	i	i	i	i
- COc1ccc(OCC(=O)N/N=C(\C)c2ccc(OC)cc2)cc1
  i	i	i	i	i	i	i	i	i	i	i
- O=C(CSc1ccccc1)Nc1nc2ccccc2[nH]1
  i	i	i	i	i	i	i	i	i	i	i
- CC1=CC(=C2C(=O)c3ccccc3C2=O)C=C(C)O1
  i	i	i	i	i	i	i	i	i	i	i

The results go on.
Each structure is followed by: TRPC4 act	TMEM16A act	MrgX1 agonist	TRPC4 PAM	TRPC6 inhibitor	TRPC6 activator	MrgX1 PAM	MrgX1 antag	RGS4 block	TRPC4 inh	TMEM16A inh
- Cc1ccc(S(=O)(=O)NC(CC(=O)O)c2ccc(F)cc2)cc1 (stereo not given)
  i	i	i	i	i	i	i	i	i	i	i
- CCOc1cc(Br)ccc1S(=O)(=O)N1CC(C)OC(C)C1 (stereo not given)
  43*	i	i	i	i	i	i	i	i	i	i
- Cc1csc(=O)n1CC(=O)OCc1nnc(-c2ccccc2)o1
  i	i	i	i	i	i	i	i	i	i	i
- CCN(CC(=O)Nc1cccc(S(=O)(=O)N2CCCC2)c1)CC(=O)Nc1ccccc1OC
  i	i	i	i	i	i	i	i	i	i	i
- Brc1ccccc1OCCOc1cccc2cccnc12
  i	i	i	i	i	i	i	i	i	i	i
- Cc1ccc(NC(=O)NNS(=O)(=O)c2ccc(Br)cc2)cc1
  i	i	i	i	i	i	i	i	i	i	i
- CN(C)S(=O)(=O)c1ccc(N2CCCC2)c(C(=O)NC2CCC(O)CC2)c1 (stereo not given)
  i	i	i	i	i	i	i	i	i	i	i
- CCOc1ccc(S(=O)(=O)NCCC(=O)OCC(=O)c2ccc[nH]2)cc1
  i	i	i	i	i	i	i	i	i	i	i
- CC(=O)c1ccc(Oc2nc3c(c(=O)n(C)c(=O)n3C)n2C)cc1
  i	i	i	i	i	i	i	i	i	i	i
- CC1CCC(C(C)C)C(OC(=O)Cn2c(-c3ccc(F)cc3)[n+](C)c3ccccc32)C1 (stereo not given)
  /	i	i	/	/	/	i	-5.8*	/	/	100*
- Cn1c(=O)cc(OCC(=O)NCc2ccccn2)c2ccccc21
  i	i	i	i	i	i	i	i	i	i	i
- COc1ccccc1-n1ccnc(SCC(=O)NCCc2ccccc2)c1=O
  i	i	i	i	i	i	i	i	i	i	i
- Cc1cc(NC(=O)c2ccc3c(c2)C(=O)N(C)C3=O)no1
  i	i	i	i	-6.1*	i	i	i	i	i	i
- COCCNC(=O)C(c1cccs1)N(Cc1ccccc1)C(=O)Cn1nnc2ccccc21 (stereo not given)
  i	i	i	i	i	i	i	i	i	i	i
- CCc1ccc2nc(N(CCCN(C)C)C(=O)c3ccc(S(=O)(=O)N4CCCc5ccccc54)cc3)sc2c1
  i	i	i	i	i	i	i	i	i	i	i

The list goes on:
Each structure is followed by: TRPC4 act	TMEM16A act	MrgX1 agonist	TRPC4 PAM	TRPC6 inhibitor	TRPC6 activator	MrgX1 PAM	MrgX1 antag	RGS4 block	TRPC4 inh	TMEM16A inh
- COc1ccccc1N1CCN(C(=O)c2cc(-c3ccc(Br)cc3)on2)CC1
  i	i	i	i	i	i	i	i	i	i	i
- O=c1cc(C(F)(F)F)[nH]c2ccc(C(F)(F)F)cc12
  i	i	i	i	-7*	i	i	-4.7*	i	i	100*
- COCCCN(C(=O)c1cc2c(s1)CCC2)c1c(N)n(Cc2ccccc2)c(=O)[nH]c1=O
  i	i	i	i	i	i	i	i	i	i	i
- CCC(C)(C(=O)NC1CCCC1)N(Cc1ccco1)C(=O)Cc1cccs1 (stereo not given)
  i	i	i	i	i	i	i	i	i	i	i
- COCCCNC(=O)Cn1cnc2sc(C)c(S(=O)(=O)N3CCN(c4ncccn4)CC3)c2c1=O
  i	i	i	i	i	i	i	i	i	i	i
- O=C(Cc1c(F)cccc1Cl)Nc1ccccc1-c1ccccc1
  i	i	i	i	i	i	i	i	i	i	i
- O=C(CSc1nnc(CN2CCOCC2)n1-c1ccc(Cl)cc1)Nc1ccc2c(c1)OCO2
  i	i	i	i	i	i	i	i	i	i	i
- [O-]/[N+](=C\c1ccc(OC(F)F)cc1)c1ccccc1
  i	i	i	i	i	i	i	i	i	i	i
- CCCCc1nnc(NC(=O)CSc2nc(=O)cc(N)n2-c2cccc(C)c2)s1
  i	i	i	i	i	i	i	i	i	i	i
- CC1CC(C)CN(C(=S)Nc2ccc(SC(F)F)cc2)C1 (stereo not given)
  i	i	i	i	i	i	i	-5*	i	i	i
- NC(=O)C1CCN(C(=O)COc2cccc3ccccc23)CC1
  i	i	i	i	i	i	i	i	i	i	i
- O=C(Nc1cccc(NC(=O)c2ccco2)c1)c1ccc2c(c1)OCCO2
  i	i	i	i	i	i	i	i	i	i	i
- COCCN(Cc1cc2cc3c(cc2nc1Cl)OCO3)C(=O)c1ccc(C)cc1
  i	i	i	i	i	i	i	i	i	i	i
- CCS(=O)(=O)CCSc1nc(C)cc(C)n1
  i	i	i	i	i	i	i	i	i	i	i
- O=C(NCC1CCCO1)c1c(O)nc2sccn2c1=O (stereo not given)
  i	i	i	i	i	i	i	i	i	i	i

Following part:
Each structure is followed by: TRPC4 act	TMEM16A act	MrgX1 agonist	TRPC4 PAM	TRPC6 inhibitor	TRPC6 activator	MrgX1 PAM	MrgX1 antag	RGS4 block	TRPC4 inh	TMEM16A inh
- O=C(c1cscn1)N1CCCC(N2CCN(c3ccc(F)cc3)CC2)C1 (stereo not given)
  i	i	i	i	i	i	i	i	i	i	i
- Cc1ccc(OCCC(=O)OCC(=O)Nc2ccc3[nH]c(=O)[nH]c3c2)cc1
  i	i	i	i	i	i	i	i	i	i	i
- O=C(c1ccc(Cl)c([N+](=O)[O-])c1)N(Cc1cccc(Cl)c1)C1CCS(=O)(=O)C1 (stereo not given)
  i	i	i	i	i	i	i	i	i	i	i
- O=C(c1n[nH]c(=O)c2ccccc12)N1CCOCC1
  i	i	i	i	i	i	i	i	i	i	i
- Cc1coc2c1c(C)cc1oc(=O)c(CC(=O)N[C@@H](C)C(=O)O)c(C)c12
  i	i	i	i	i	i	i	i	i	i	i
- CCc1nnnn1-c1ccc([N+](=O)[O-])cc1C
  i	i	i	i	i	i	i	i	i	i	i
- COc1ccc(OCCOC(=O)CN2C(=O)NC3(CCCC3)C2=O)cc1
  i	i	i	i	i	i	i	i	i	i	i
- O=C(CN1CCN(c2ccc(F)cc2)CC1)c1cccs1
  i	i	i	i	i	i	i	i	i	i	i
- CNc1ccccc(-c2ccc3cc4c(cc3n2)OCO4)c1=O
  i	i	i	i	i	i	i	i	i	i	i
- Cc1ccc(S(=O)(=O)N(C)c2ccc(C(=O)NCc3ccccc3F)cc2)cc1
  i	i	i	i	i	i	i	i	i	i	i
- Cn1ncc(Cl)c1C(=O)N1CCN(S(=O)(=O)c2ccc(Cl)s2)CC1
  i	i	i	i	i	i	i	i	i	i	i
- CC(=O)CSc1ncnc2c1oc1ccccc12
  i	i	i	i	i	i	i	i	i	/	i
- Cc1ccc(-c2csc(/C=C3\SC(C)C(=O)N3CC(=O)Nc3ccccc3F)n2)cc1 (stereo not given)
  i	i	i	i	i	i	i	i	i	i	i

A second format for some results above:
smiles | TRPC4 act | TMEM16A act | MrgX1 agonist | TRPC4 PAM | TRPC6 inhibitor | TRPC6 activator | MrgX1 PAM | MrgX1 antag | RGS4 block | TRPC4 inh | TMEM16A inh
O=C(NCc1ccco1)C(c1ccccc1)N(C(=O)Cc1cccs1)c1ccccc1F (stereo not given) | i | i | i | i | i | i | i | i | i | i | i
COc1cc(OC)c(Nc2cc(C)nc3nc(C)nn23)cc1Cl | i | i | i | i | i | i | i | i | i | i | i
CCCc1nnc(NC(=O)CCC(=O)NCc2ccc(OC)cc2)s1 | i | i | i | i | i | i | i | i | i | i | i
COc1ccc(NC(=O)Nc2cnccn2)c(OC)c1 | i | i | i | i | i | i | i | i | i | i | i
CC(c1ccccc1)C(CC(=O)O)C(=O)Nc1ccc(Cl)c(Cl)c1 (stereo not given) | i | i | i | i | i | i | i | i | i | i | i
Cc1ccc(S(=O)(=O)NCC2CCC(C(=O)N3CCOCC3)CC2)cc1 (stereo not given) | i | i | i | i | i | i | i | i | i | i | i
